# PRMT1 inh = inhibitors of human PRMT1 | Q99873 | recombinant PRMT1, activity-based probe fluorescence polarization | inhibition, % at 2.79 µM | actives 1.3% (n = 370,000);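 active = inhibition above about 21% made by adding two undisclosed values, limit read from the data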
# TDP2 absorb = TDP2 (human) inhibition, absorbance primary screen | inhibition, % at 12.8 µM | AID 720702 | actives 0.34% (n = 370,000) | O95551 | recombinant TDP2, T5PNP hydrolysis, p-nitrophenol absorbance 415 nm;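 active = inhibition above the mean of all tested compounds plus 3 SD, set per campaign, cut at about 25% in these data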;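 note: 0% = DMSO with enzyme and 100% = buffer with substrate but no TDP2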
#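 System – recombinant human TDP2 · Quantity – TDP2 enzyme at 120 nM final · Doses – single concentration, 12.8 µM nominal, with 1% DMSO · Incubation – 2 h at 37 °C · Measured by – epi absorbance of p-nitrophenol freed from T5PNP by hydrolysis · Read-out – % inhibition relative to enzyme-containing and enzyme-free wells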
# PG9 Ab binder = small molecules binding HIV-1 gp120 antibody PG9; TR-FRET gp120-PG9 antibody binding; inhibition, % at 6.7 µM; actives 0.43% (n = 360,000); AID 624416; in the data active = inhibition above about 8.5%
# LEDGF integ inh = blocks HIV-1 LEDGF/p75-dependent DNA integration | TR-FRET IN-LEDGF/p75 DNA integration, Eu/Cy5 | actives 0.64% (n = 370,000) | AID 743269 | inhibition, % at 3.7 µM;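 active = inhibition above the screen-wide mean plus 3 SD, cut at about 13% in these data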;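 note: signal is the Cy5 over europium emission ratio at 671 and 618 nm; 0% = plate median of compound wells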
# NR1D1 modulator = modulates human Rev-erb alpha binding to DNA | AID 1259318 | Rev-erbα–FITC-DNA binding, fluorescence polarization, 90 min | P20393 | actives 0.79% (n = 370,000) | activity, % at 10 µM;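 active = activity above about 14%, limit read from the data; passing the limit was not always enough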;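 note: 0% = DMSO wells with 35 nM protein and 100% = DMSO wells with 750 nM protein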
# Target sequence (P20393 whole entry, looked up): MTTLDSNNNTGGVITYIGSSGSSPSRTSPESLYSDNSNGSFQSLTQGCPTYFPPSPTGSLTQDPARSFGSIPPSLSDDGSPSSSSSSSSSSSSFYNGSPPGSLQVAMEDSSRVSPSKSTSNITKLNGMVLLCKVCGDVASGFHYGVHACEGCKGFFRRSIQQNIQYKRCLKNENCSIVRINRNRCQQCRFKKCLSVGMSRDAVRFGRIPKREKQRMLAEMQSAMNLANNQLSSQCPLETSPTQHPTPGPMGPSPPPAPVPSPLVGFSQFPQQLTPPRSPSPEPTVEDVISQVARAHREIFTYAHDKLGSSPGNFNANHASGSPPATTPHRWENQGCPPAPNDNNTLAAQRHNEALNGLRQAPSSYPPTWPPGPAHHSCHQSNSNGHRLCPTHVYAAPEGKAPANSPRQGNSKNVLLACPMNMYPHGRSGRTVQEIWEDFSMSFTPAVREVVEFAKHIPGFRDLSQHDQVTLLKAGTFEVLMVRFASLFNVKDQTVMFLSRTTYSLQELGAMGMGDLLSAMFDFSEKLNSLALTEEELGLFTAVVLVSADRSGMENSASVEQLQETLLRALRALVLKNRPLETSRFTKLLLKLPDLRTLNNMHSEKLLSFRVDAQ
# mABHD4 FP = ABHD4 (mouse) inhibition, primary FP screen; Q8VD66; purified mABHD4, FP-Rh probe fluorescence polarization; inhibition, % at 8.92 µM; actives 0.54% (n = 370,000);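 active = inhibition exceeding the mean over every tested compound plus 3 SD, cut at about 30% in these data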;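 note: 0% = plate median of compound wells and 100% = S159A mutant with DMSO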
# Target sequence (Q8VD66 whole entry, looked up): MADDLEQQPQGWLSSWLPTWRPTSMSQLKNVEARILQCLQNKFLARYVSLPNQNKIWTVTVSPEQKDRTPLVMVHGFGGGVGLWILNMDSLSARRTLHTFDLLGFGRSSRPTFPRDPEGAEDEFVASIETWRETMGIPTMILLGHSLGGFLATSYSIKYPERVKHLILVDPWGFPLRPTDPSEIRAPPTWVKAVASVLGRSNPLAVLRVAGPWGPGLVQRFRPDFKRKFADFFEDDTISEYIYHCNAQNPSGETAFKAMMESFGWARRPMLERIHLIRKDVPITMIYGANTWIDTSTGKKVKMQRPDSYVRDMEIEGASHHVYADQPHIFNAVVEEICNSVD
#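 Assay system: Wild-type mouse ABHD4 protein | Medium: HEPES pH 7.0 buffer, 150 mM NaCl, 0.01% Pluronic F-127 | Incubation: Enzyme–compound pre-incubation 45 min, then probe 60 min, both 25 °C | Technique: Fluorescence polarization with parallel and perpendicular emission, 525/598 nm | Evaluation: % inhibition of FP-Rh probe binding versus controls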
# TCR-CD3 inh = human TCR-CD3 binding inhibition. TAMRA-labeled TCR probe fluorescence, biochemical. inhibition, % at 9.4 µM. actives 0.37% (n = 360,000). AID 651800; in the data active = inhibition above about 19%;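 note: recombinant mutant TCR 2C K166C tagged with TAMRA read by polarization; 0% = receptor in buffer alone and 100% = receptor with positive control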
# SIAE inh = inhibitors of human sialic acid acetylesterase SIAE | Q9HAT2 | SIAE FP-Rh probe binding, fluorescence polarization | inhibition, % at 9.66 µM | actives 0.69% (n = 370,000) | AID 1053197;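 active = inhibition above a cutoff: mean of compounds within the control limits plus 3 SD of those, cut at about 17% in these data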;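 note: 0% = plate median of compound wells and 100% = probe without SIAE protein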
# HTRA1 inh = HTRA1 (human) protease inhibition; Q92743; recombinant HTRA1, FP-rhodamine activity-based probe, fluorescence polarization; inhibition, % at 5.96 µM; actives 0.5% (n = 340,000); AID 504803; in the data active = inhibition above about 36%;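 note: 0% = enzyme with DMSO and 100% = wells lacking enzyme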
# rCAG RNA binder = molecules binding r(CAG) RNA repeats; r(CAG) RNA repeat, TO-PRO-1 dye displacement fluorescence; inhibition, % at 3 µM; actives 1.3% (n = 370,000); AID 651821;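 active = inhibition above the plate cutoff, the mean of all test compounds on that plate plus 3 SD, cut at about 35% in these data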;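 note: 0% = DMSO alone and 100% = 100 µM mitoxantrone as full dye displacement; higher means more dye released from RNA so lower well fluorescence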
# Active calls of the source: *; x = no result given. Some of the compounds tested; the hit share may differ from the screen's.
# Start of the listing, in advance (two entries):
SMILES,PRMT1 inh,TDP2 absorb,PG9 Ab binder,LEDGF integ inh,NR1D1 modulator,mABHD4 FP,TCR-CD3 inh,SIAE inh,HTRA1 inh,rCAG RNA binder
Cc1nc2scc(C)n2c(=O)c1S(=O)(=O)N1CCN(c2ccccc2F)CC1,-1,5,0.3,1,4,4,7,-4,-1,-4
Cc1cc2nc(SC(C)C(=O)O)[nH]c2cc1C (stereo unspecified),-2,-6,2.0,4,-1,1,4,8,7,0

# The whole of this part, previewed entries included:
SMILES,PRMT1 inh,TDP2 absorb,PG9 Ab binder,LEDGF integ inh,NR1D1 modulator,mABHD4 FP,TCR-CD3 inh,SIAE inh,HTRA1 inh,rCAG RNA binder
Cc1nc2scc(C)n2c(=O)c1S(=O)(=O)N1CCN(c2ccccc2F)CC1,-1,5,0.3,1,4,4,7,-4,-1,-4
Cc1cc2nc(SC(C)C(=O)O)[nH]c2cc1C (stereo unspecified),-2,-6,2.0,4,-1,1,4,8,7,0
COC(=O)C1C(=O)c2c([nH]c(C(=O)OC3CCCC3)c2C)CC1C (stereo unspecified),1,-2,-0.7,-5,-6,9,1,-3,-14,-1
COc1ccc(N2CCN(c3cc(C(=O)NC4CCCCC4)ncn3)CC2)cc1OC,0,3,-2.4,-1,-2,5,-4,14,x,1
COc1ccc(Nc2nc(C(=O)N3CCc4ccccc4C3)cs2)cc1,4,-6,-1.8,-8,2,1,-4,7,-4,3
CC(C)CN1C(=O)C[C@@]2(C(=O)N(C)c3ccc(NC(=O)C(C)(C)C)cc32)C1c1ccccc1 (stereo partly specified),-1,4,x,1,5,7,x,11,x,-1
Cc1cc(C)n2c(SCC(=O)NCc3ccc4c(c3)OCO4)nnc2n1,16,10,0.7,-2,6,9,-2,0,-5,4
CC(C)c1ccc(NC(=O)C2CCN(S(=O)(=O)c3ccc4c(c3)NC(=O)CO4)CC2)cc1,2,-6,-1.5,-2,4,-9,3,-4,-22,7
COc1ccc(CN(CCCN2CCOCC2)C(=O)Nc2ccccc2)cc1OC,-2,0,0.3,-1,-2,-3,5,-4,-5,-9
CCCCNC(=O)C1(C)CCN1C(=O)c1cc(F)ccc1C (stereo unspecified),6,-7,0.8,3,0,-10,-9,-3,x,0
O=C(O)c1ccc(N2CCCS2(=O)=O)cc1,-5,-20,-3.6,1,2,-8,2,-7,2,0
NC1=NC[C@H](c2ccccc2)N1CCCCC1CCCCC1,-1,0,0.7,0,-1,21,8,8,-2,15
Cn1c(SCC(=O)N/N=C/C=C/c2ccccc2[N+](=O)[O-])nc2ccccc21,-3,2,0.6,0,1,1,-4,-1,-2,6
CN(c1ccc(C(=O)N2CCCCCC2)cc1)S(=O)(=O)c1ccccc1,-7,-5,-1.1,4,-7,-4,1,1,-3,-4
COc1ccccc1/C=N/NC(=O)C(C)Cn1cnc2ccccc21 (stereo unspecified),-2,-8,-3.1,0,4,-2,-9,5,7,-5
COc1ccc(OCCNc2c([N+](=O)[O-])c(=O)oc3ccccc23)cc1,-1,2,-1.8,5,-2,-3,-1,-4,-9,2
CCN(CC)C(=O)COc1coc(CN2CCN(c3ccc(F)cc3)CC2)cc1=O,-3,8,-1.3,3,-6,1,-1,-2,5,-8
Cc1cc2ncn(N)c2cc1C,-1,-18,-0.3,3,1,-8,-12,0,2,4
COCCNc1nc(Oc2ccc(NC(C)=O)cc2)c2sc(-c3ccccc3)cc2n1,0,-2,-0.7,2,1,-7,5,-10,x,1
O=c1c(C(c2ccccc2)c2c(O)nc3n(c2=O)CCCS3)c(O)nc2n1CCCS2,0,3,0.1,0,5,5,-3,2,0,9
O=C(CCc1nnc(CCCCc2ccccc2)o1)NCCc1cccnc1,1,-9,0.4,-2,-4,2,12,-8,3,-6
COc1ccc(-c2nc3cnccn3c2NC(C)(C)CC(C)(C)C)cc1O,3,-2,0.5,1,-4,2,-8,11,-8,-10
O=C1CC(SC(=S)C2CCCC2=O)C(=O)N1 (stereo unspecified),64*,15,-1.1,24*,-7,25,2,-2,7,19
Brc1ccc2nc(-c3ccccc3)c(Cc3ccccc3)n2c1,4,5,3.9,3,10,4,3,-1,x,13

# Complete entries from above. Screens in order: PRMT1 inh	TDP2 absorb	PG9 Ab binder	LEDGF integ inh	NR1D1 modulator	mABHD4 FP	TCR-CD3 inh	SIAE inh	HTRA1 inh	rCAG RNA binder
# `Brc1ccc2nc(-c3ccccc3)c(Cc3ccccc3)n2c1` as listed: 4	5	3.9	3	10	4	3	-1	x	13
# `CN(c1ccc(C(=O)N2CCCCCC2)cc1)S(=O)(=O)c1ccccc1` as listed: -7	-5	-1.1	4	-7	-4	1	1	-3	-4

# (next part)
SMILES,PRMT1 inh,TDP2 absorb,PG9 Ab binder,LEDGF integ inh,NR1D1 modulator,mABHD4 FP,TCR-CD3 inh,SIAE inh,HTRA1 inh,rCAG RNA binder
CCOC(=O)c1[nH]c2ccc(F)cc2c1N=C(C)N(CC)CC,1,1,2.9,-1,-1,-10,-7,-3,10,1
COc1ccccc1NC(=O)C1=C(C)N(c2ccccc2)C(=S)NC1c1cccc(C(F)(F)F)c1 (stereo unspecified),0,3,2.8,3,-3,-16,-2,2,-29,-3
NC(=O)[C@@H]1CCCN1Cc1nc(Cc2ccccc2Cl)no1,4,4,-0.3,-4,3,5,-4,7,0,-4
CCCCCCC/C=C(\C)[C@@H](O)[C@@H](C)C(=O)N1CCC[C@@H]1C(=O)O[C@H](C(=O)O[C@@H](C)C(=O)O)[C@@H](C)CC,4,-8,x,3,-10,17,x,7,x,x
CN1CCN(CC(=O)NC2CCCCC2)CC1,1,-2,1.0,-2,-4,0,7,-1,3,-1
CC(NC(=O)c1sc2cc([N+](=O)[O-])ccc2c1Cl)C(C)(C)C (stereo unspecified),13,8,0.1,0,-1,2,3,-3,1,0
Cc1ccccc1CSc1nnc(-c2ccco2)n1Cc1ccco1,11,3,-2.3,4,3,1,-1,1,-10,-1
Cc1ccc(-c2nc3ccc(Cl)cn3c2CC(C)(C)C)cc1,6,4,-0.9,2,-4,0,0,-4,-13,1
Cc1ccc(S(=O)(=O)N2CCN(S(=O)(=O)N3CCC(C)CC3)CC2)cc1C,1,-10,-0.4,0,3,-7,-7,-7,8,-3
O=C(NCCCNC(=O)c1ccc(Cl)cc1Cl)c1ccco1,1,11,0.0,1,-1,2,8,2,3,2
Cc1ccc(S(=O)(=O)NCCC(=O)NCC(c2cccs2)N2CCOCC2)cc1 (stereo unspecified),1,-5,0.1,0,-6,0,-1,8,4,-7
O=C(Cc1ccccc1)NCC1COc2ccccc2O1 (stereo unspecified),-1,10,-0.7,2,-2,4,-11,-2,-3,-3
Cc1cccc(-n2c(CCn3nc(C)c([N+](=O)[O-])c3C)n[nH]c2=S)c1,2,-1,1.0,-3,7,3,-3,3,4,1
CCOC(=O)Nc1ccc2nc(N3CCCCCC3)sc2c1,0,-10,-1.8,-5,2,3,-11,4,7,-2
COc1nc(C)ccc1-c1noc(-c2cccs2)n1,0,7,0.0,-1,-3,-3,-1,-8,x,-3
CC(C)=NN1C(c2nonc2N)=NOC1(C)C,-3,2,-3.2,-4,-5,3,6,-3,x,0
COc1ccc(C(=O)Nc2ccc(C)c(S(=O)(=O)N3CCOCC3)c2)cc1S(=O)(=O)N1CCCC1,-1,-23,-1.1,6,3,-16,-8,-7,-8,0
COc1ccc(Br)cc1CN1CCN(Cc2c[nH]c3ccccc23)CC1,1,9,-3.2,5,1,20,-1,6,-1,10
CCC(=O)Nc1ccc(C(=O)COC(=O)C(CCSC)NC(=O)COc2ccccc2)cc1 (stereo unspecified),1,-2,-1.0,0,-1,-3,-1,-3,-9,6
CCOc1ccccc1Nc1cc2n(c(=O)n1)CCc1cc(OC)c(OC)cc1-2,-2,-9,-1.9,9,-1,-10,1,-14,-1,-4
Cc1ccccc1CC(=O)Nc1cc(C(C)(C)C)on1,0,0,-2.2,0,-3,2,4,2,-5,-5
CSc1nsc(SCC(=O)NCc2ccc(C)cc2)n1,-1,4,-2.5,2,1,-5,-6,1,-2,-1
CC1(C)CC(CC(=O)Nc2ccccc2[N+](=O)[O-])C(=O)O1 (stereo unspecified),0,6,-2.4,2,3,-9,0,3,2,1
CC(=O)Nc1cccc(-c2cc(NC(C)=O)c3ncc(-c4cccc(C(F)(F)F)c4)n3c2)c1,1,-1,0.1,1,0,-15,5,-20,x,7
COC(=O)[C@@]12C[C@@H](CC(=O)NCCCN3CCCC3=O)C(=O)N(Cc3cccc4ccccc34)C1=CCC(C)(C)C2,-1,3,1.0,-1,9,-3,6,8,x,6
Cc1cccc(N2CCCn3c2nc2c3c(=O)n(CC(=O)OCc3ccccc3)c(=O)n2C)c1,-1,-2,0.6,13,3,-1,-2,2,x,-3
O=C(c1ccc2nc[nH]c2c1)N1CCN(c2cccc(C(F)(F)F)c2)CC1,3,-1,0.8,-2,8,-4,1,1,0,-8
C=CCN1C(=O)C(C)S/C1=N\S(=O)(=O)c1ccc(Cl)cc1 (stereo unspecified),4,-17,-2.8,2,5,-3,6,0,-3,-1
COc1cccc(CN2C(=O)[C@@H]3Cc4c([nH]c5ccccc45)C(C)(C)N3C2=O)c1,-2,-11,-0.7,1,3,-12,-1,1,-85,-1
CCn1c(SCC(=O)Nc2ccc3[nH]c(=O)[nH]c3c2)nnc1-c1ccccc1,3,1,-1.4,-5,4,2,-3,4,-3,6
CCc1nc2ccc(C(=O)N3CCN(S(=O)(=O)CC)CC3)cn2c1N(C=O)CCC(C)C,0,8,1.9,-1,-2,-5,-5,10,x,-2
COC(=O)Cc1c(C)c2ccc(OCC(=O)N3CCOCC3)cc2oc1=O,-2,-5,0.4,0,-4,-5,4,-4,3,-4
COc1ccc(-c2nc3ccc(Cl)cn3c2Cc2ccccc2C(F)(F)F)cc1OC,-3,-9,-1.2,8,3,-5,1,3,x,42*
COc1ccc(OC(=O)OCc2ccccc2)cc1,4,-11,1.0,-3,-1,-1,-6,3,0,0
CC(C)CN(C(=O)COC(=O)c1ccccc1SCC(=O)N1CCCC1)C1CCS(=O)(=O)C1 (stereo unspecified),10,5,0.2,-6,1,2,-5,0,-3,3
CCC1CCCCN1C(=O)CSc1nc(N)c(NC(=O)c2ccco2)c(=O)[nH]1 (stereo unspecified),3,6,-1.1,-1,-3,2,2,4,5,1
CC(C)COc1ccc(C(=O)OCC(=O)NCc2cccs2)cc1,0,-12,-0.2,-4,-4,-4,1,-5,-7,3
CC(C(=O)N1CCc2ccccc21)N1CCN(S(=O)(=O)c2ccc(C(F)(F)F)cc2)CC1 (stereo unspecified),2,-7,0.0,-6,17*,6,-7,-4,-8,9
COc1cccc(CNS(=O)(=O)c2ccc(S(=O)(=O)NC3CC3)cc2)c1,3,5,-2.6,-2,3,6,-2,2,-3,1
CC(=O)Nc1ccc(NC(=O)c2cccc(Oc3ccccc3)c2)cc1,-2,9,-0.7,0,-6,0,2,-5,-4,-1
O=C(OCc1cc(Cl)ccc1OC(F)F)c1cncc(Br)c1,-2,6,1.7,3,-4,-8,0,0,-8,-6
CCN(CC)S(=O)(=O)c1ccc(C(=O)N2CCN(c3ncccn3)CC2)cc1,0,2,-1.0,4,3,2,9,4,4,-4

# Bioassay records deposited in PubChem BioAssay by several laboratories.
